# PolyA inhibitor – blocks polyadenylation in yeast reporter cells | S. cerevisiae SKY197-pL101 polyadenylation reporter, beta-gal luminescence; efflux-impaired pdr1/pdr3 knockout yeast; score 100 = 6 SD above DMSO | calls only at 12 µM | AID 1875 | hit rate 0.02% among 300,000;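 active = lowest replicate activity score at least 50, where 100 means six control SD above control mean; inconclusive = lowest score under 50 but half or more replicates reach 50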;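 note: yeast exposed to compound for 9 h at 30 °C; higher score means more reporter readthrough which indicates perturbed polyadenylation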
# GSK3B inh – blocks human GSK3beta kinase activity; P49841; GST-GSK3beta kinase, ADP-Glo luminescence, 60 min; active compounds read low; activity score (negative = inhibition), % at 10 µM; hit rate 0.038% among 300,000;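 active = more than half of replicate wells score below -50%, meaning over 50% inhibition versus plate controls; inconclusive = some replicates but at most half score below -50%; inactive = no replicate scores below -50%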;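 note: 0% = median DMSO wells and -100% = median GW8510 positive control wells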
#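 Assay system: GST-fused GSK3beta enzyme, cell-free / Medium: Tris pH 7.5 buffer with MgCl2, DTT, BSA, heparin / Also added: peptide substrate plus 25 µM ATP (final) / Compound: 10 µM single point / Timing: kinase reaction with compound 60 min at room temperature / Detection: ADP-Glo luminescence / Benchmarks: DMSO neutral wells and GW8510 at 20 µM as positive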
# RGS4 pot – potentiators or activators of RGS4. B-score at 10 µM. hit rate 0.92% among 310,000. HEK293 M3R/inducible RGS4, carbachol calcium flux Fluo4; active compounds read low;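 active = B-score of the integrated calcium signal more than 4 SD below the library mean, with starting fluorescence not abnormally high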;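 note: negative B-score means reduced calcium response which marks RGS4 activation or potentiation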
#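 System – HEK293 FlpIn-TREx cells, stable M3R, doxycycline-inducible RGS4 · Reagent – ECmax carbachol challenge · Times – compound preincubation 20 min at room temperature before agonist · Technique – Fluo4 fluorescence kinetic imaging of calcium · Measure – B score of integrated Fluo4 ratio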
# KCNQ1 block – human KCNQ1 channel inhibition; AID 2642; P51787; CHO-K1 KCNQ1, FluxOR thallium flux fluorescence; active compounds read high; hit rate 1.3% among 310,000; B-score at 10 µM;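 active = compounds whose thallium flux B-score, printed positive for inhibition, exceeds three library SD while starting fluorescence stays within three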;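 note: channel opened by potassium depolarization with thallium stimulus after 20 min compound exposure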
# GSK3 alpha inh – human GSK-3 alpha kinase inhibition; ADP-Glo luminescence, 60 min; inhibition, % at 10 µM; hit rate 0.1% among 320,000; AID 2650;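 in the data active = inhibition above about 50%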;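 note: GST-tagged GSK-3 alpha with peptide substrate and 25 µM ATP; 0% = DMSO neutral wells and 100% = GW8510 positive control wells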
# hERG rescue – compounds protecting human hERG from proarrhythmic drug block. Q12809. CHO-hERG, FluxOR thallium flux, dofetilide IC70 present. activation (rescue from dofetilide block), less the hit threshold, % at 10 µM. hit rate 0.51% among 310,000;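 active = activation above the mean of controls blocked by dofetilide plus 5 SD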;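 note: thallium influx through hERG after potassium depolarization seen as dye fluorescence rise; in these data hits start at about 4.7%; inactives centre near -7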
# KCNQ1 act – potentiators or activators of human KCNQ1 potassium channel; P51787; CHO-K1 KCNQ1, thallium flux FluxOR fluorescence; active compounds read high; B-score at 10 µM; hit rate 0.35% among 310,000;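 active = fluorescence ratio B-score, a plate-corrected score, at least three library SD, with initial intensity B-score within 5 SD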
#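 System: Stable KCNQ1 CHO-K1 line | Incubation: 90 min dye loading and 20 min compound exposure, both at room temperature | Measure: Ratio B score | Medium: Assay buffer for compound exposure, DMSO matched across wells | Compound dosing: Single-concentration screen | Probe or stimulus: K+/Tl+ depolarizing stimulus | Measured by: Kinetic FluxOR fluorescence, 10 s baseline plus 110 s post-stimulus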
# KCNK9 block – inhibitors of human KCNK9 two-pore domain potassium channel. Q9NPC2. hit rate 1.2% among 310,000. HEK293 KCNK9, FluxOR thallium flux fluorescence; active compounds read low. AID 488922. B-score at 10 µM;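 active = ratio B-score over 3 SD below the library mean, with starting fluorescence within 5 SD of its mean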;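 note: negative B-score means less thallium flux so channel inhibition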
# DYRK1A inh – blocks rat Dyrk1A kinase activity | Q63470 | ADP-Glo luminescence, NFATc1 peptide | inhibition, % at 12.5 µM | hit rate 0.43% among 310,000; in the data active = inhibition above about 50%;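 note: plate controls were vehicle with enzyme for no effect and no enzyme for full effect; many of its hits are not listed in these tables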
# HDAC3 inh – human HDAC3 inhibition; hit rate 0.15% among 320,000; recombinant HDAC3, fluorogenic peptide/trypsin coupled, fluorescence; inhibition, % at 8.3 µM; in the data active = inhibition above about 26%, passing the limit was not always enough; inconclusive = no clear call, values can overlap the other calls
# Target sequence (O15379 whole entry, looked up): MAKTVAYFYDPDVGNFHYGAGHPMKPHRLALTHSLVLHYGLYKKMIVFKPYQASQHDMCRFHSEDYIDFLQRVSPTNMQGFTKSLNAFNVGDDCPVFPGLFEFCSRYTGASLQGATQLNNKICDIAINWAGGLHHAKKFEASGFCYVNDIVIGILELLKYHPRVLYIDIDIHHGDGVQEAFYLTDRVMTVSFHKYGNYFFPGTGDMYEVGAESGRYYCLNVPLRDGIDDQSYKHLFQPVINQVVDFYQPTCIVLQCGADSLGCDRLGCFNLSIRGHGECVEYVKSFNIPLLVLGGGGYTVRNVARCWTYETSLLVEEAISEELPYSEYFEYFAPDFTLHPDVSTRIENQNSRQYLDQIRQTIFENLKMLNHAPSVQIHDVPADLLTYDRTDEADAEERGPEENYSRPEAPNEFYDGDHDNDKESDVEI
# KCNK3 inh – human KCNK3 channel inhibition, primary screen; B-score at 10 µM; hit rate 0.84% among 340,000; CHO-KCNK3 thallium flux, FluxOR fluorescence; active compounds read low; AID 602410;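 active = B-score under library mean minus 4 SD, starting fluorescence ratio at most library mean plus 5 SD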;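 note: more negative B-score means stronger inhibition of thallium flux through KCNK3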
# Target sequence (O14649 whole entry, looked up): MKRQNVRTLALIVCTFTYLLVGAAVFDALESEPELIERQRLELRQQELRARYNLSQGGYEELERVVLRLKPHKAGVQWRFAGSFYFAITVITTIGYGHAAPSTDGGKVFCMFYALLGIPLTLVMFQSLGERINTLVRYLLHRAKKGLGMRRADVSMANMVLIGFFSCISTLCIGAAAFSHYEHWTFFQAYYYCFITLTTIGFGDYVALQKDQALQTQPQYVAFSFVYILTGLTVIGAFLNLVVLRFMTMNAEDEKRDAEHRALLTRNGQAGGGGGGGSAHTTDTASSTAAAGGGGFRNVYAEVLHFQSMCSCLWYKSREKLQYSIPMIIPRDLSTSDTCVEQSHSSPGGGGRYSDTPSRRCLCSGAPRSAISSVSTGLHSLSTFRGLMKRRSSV
# * hit, by the source's call; i = inactive; ? = inconclusive; · = no result given. An excerpt (hit frequency here may not be typical).
1. CC1=C(C)CC(C(=O)Nc2ccc3c(c2)OCO3)C(C(=O)O)C1 (stereo unspecified)
2. COc1ccc(/C=N/NC(=O)c2ccccc2O)cc1CN1CCOCC1
3. CCOC(=O)c1c(C)[nH]c(C(=O)OCC(=O)NC2(C#N)CCCCC2)c1C
4. COc1ccc(C(=O)c2cccc(C(=O)c3ccc(OC)c(C)c3)c2)cc1C
5. Brc1ccc2c(c1)OCCOCCOc1cc(Br)ccc1OCCOCCOCCO2
6. O=C(CSc1nc2ccccc2s1)NNC(=S)Nc1ccc(Br)cc1
7. COc1ccccc1NS(=O)(=O)c1cc(C(=O)NCCN2CCOCC2)ccc1Cl
8. COc1cc(C(=O)NCCCC2CCCC2)ccc1OC1CCN(C(C)=O)CC1
screen / no.,1,2,3,4,5,6,7,8
PolyA inhibitor,i,i,i,i,i,i,i,i
GSK3B inh,2,-3,2,3,-2,-3,0,-1
RGS4 pot,i,i,i,i,i,i,i,i
KCNQ1 block,i,i,i,i,6*,i,i,i
GSK3 alpha inh,-3,-2,0,·,-3,-1,1,·
hERG rescue,-9,-7,-8,-10,-22,2,-4,-7
KCNQ1 act,i,i,i,i,i,i,i,i
KCNK9 block,i,i,i,i,-7.7*,i,i,i
DYRK1A inh,3,6,2,0,0,0,1,2
HDAC3 inh,-4,-1,14,·,-1,10,4,·
KCNK3 inh,i,i,i,i,i,i,i,i

9. Cc1ccc(-c2csc(Cc3nc(-c4cc5ccccc5oc4=O)cs3)n2)cc1
10. COc1ccc(-n2nc(C(=O)NCC(=O)NCCCN3CCC(C)CC3)c3ccccc3c2=O)cc1Cl
11. Cc1nc2ncccn2c1-c1csc(Nc2ccc(S(N)(=O)=O)cc2)n1
12. C/C(CCc1ccc2c(c1)OCO2)=N\NC(=O)c1ccc(C)cc1C
13. COc1ccc(-c2[nH]ncc2CN(C)C(C)c2ccon2)c(OC)c1 (stereo unspecified)
14. COc1cccc(N2CC(C(=O)NNC(=O)c3ccc(Cl)cc3)CC2=O)c1 (stereo unspecified)
15. COc1ccc(CNC(=S)Nc2ccccc2-c2ccccc2)cc1
16. COc1ccc(C(=O)N2CCN(C)C(C)C2)cc1OC1CCN(C(C)=O)CC1 (stereo unspecified)
screen / no.,9,10,11,12,13,14,15,16
PolyA inhibitor,i,i,i,i,i,i,i,i
GSK3B inh,0,0,1,-2,-3,0,-3,1
RGS4 pot,-7*,i,i,i,i,i,i,i
KCNQ1 block,i,i,i,i,i,i,i,i
GSK3 alpha inh,10,1,5,6,-3,-1,0,-2
hERG rescue,-9,-10,-10,-3,-8,-3,-5,-5
KCNQ1 act,i,i,i,i,i,i,i,i
KCNK9 block,i,i,i,i,i,i,i,i
DYRK1A inh,-6,1,22,1,1,2,1,-1
HDAC3 inh,-1,3,6,-4,3,5,7,-2
KCNK3 inh,i,i,i,i,i,i,i,i

17. CN1C(=O)C(CC(=O)N2CCN(C(c3ccccc3)c3ccccc3)CC2)N(C)C1=O (stereo unspecified)
18. Cc1cc(S(=O)(=O)NC2CCCC2)ccc1F
19. COCC(=O)N(Cc1cc2cc(OC)ccc2[nH]c1=O)c1ccc(C)cc1
20. Cc1ccccc1Cn1c(=O)n(-c2ccccc2)c(=O)c2ccc(C(=O)NCc3ccco3)cc21
21. CCOC(=O)c1c(C)c(-c2ccccc2)n(CC(=O)N2CCN(C)CC2)c1C
22. Cc1cc(S(=O)(=O)N(Cc2ccccn2)Cc2ccco2)ccc1-n1cnnn1
23. CCCn1c(SCC(=O)Nc2ccccc2OC)nnc1-c1ccco1
24. COC(=O)Cc1c(O)ccn(Cc2cccc(C(F)(F)F)c2)c1=O
screen / no.,17,18,19,20,21,22,23,24
PolyA inhibitor,i,i,i,i,i,i,i,i
GSK3B inh,1,0,-1,-2,-1,4,-28,-4
RGS4 pot,i,i,i,i,i,i,i,i
KCNQ1 block,i,i,i,i,i,i,i,i
GSK3 alpha inh,-2,-4,-1,-2,1,0,-1,-1
hERG rescue,-10,-3,-11,-3,-11,-11,-2,-7
KCNQ1 act,i,i,i,i,i,i,i,i
KCNK9 block,i,i,i,i,i,i,i,i
DYRK1A inh,12,6,-1,-7,2,0,-7,0
HDAC3 inh,-1,4,-9,2,-1,2,1,·
KCNK3 inh,i,i,i,i,i,i,i,i

25. O=C(NNC1=C(C(=O)C(F)(F)F)CCC1)c1ccccc1Cl
26. Cc1cc(C)cc(N(CC(=O)NCc2ccccc2)C(=O)CCC(=O)Nc2ccccn2)c1
27. CCn1ccc(C(=O)NC2CCCC2)n1
28. CCn1nc(C)c(/C=N/NC(=S)Nc2ccc(Cl)cc2Cl)c1C
29. N#C/C(=C\c1c(N2CCN(c3ccccc3)CC2)nc2ccccn2c1=O)S(=O)(=O)c1ccccc1
30. CCOC(=O)c1c(C)[nH]c(C(=O)CSc2nnc(-c3cccs3)n2Cc2ccccc2)c1C
31. COc1ccc2[nH]c(=O)c(CN(C(=O)c3cccnc3)c3ccc(C)cc3)cc2c1
32. CN1C(C(=O)Nc2cccc(O)c2)=CC(c2ccco2)=NS1(=O)=O
screen / no.,25,26,27,28,29,30,31,32
PolyA inhibitor,i,i,i,i,i,i,i,i
GSK3B inh,2,·,-1,-2,-2,0,2,2
RGS4 pot,i,i,i,i,i,i,i,i
KCNQ1 block,i,i,i,i,i,i,i,i
GSK3 alpha inh,-2,-3,1,-5,-1,-1,1,·
hERG rescue,-7,-8,-9,4.8*,-16,-12,-6,-6
KCNQ1 act,i,i,i,i,i,i,i,i
KCNK9 block,i,i,i,i,i,i,i,i
DYRK1A inh,4,-5,0,-1,-14,4,5,11
HDAC3 inh,13,2,-3,0,3,4,-4,4
KCNK3 inh,i,i,i,i,i,i,i,i

33. COC(=O)CN(c1cccc(F)c1)S(C)(=O)=O
34. CC(C)C(=O)NC(=S)Nc1ccccc1F
35. O=C(COC(=O)CCCC1=NS(=O)(=O)c2ccccc2N1)Nc1ccc(Br)cc1
36. O=C(Cn1c(=O)c2c(ncn2C2CCCC2)n(Cc2ccccc2)c1=O)N1CCc2ccccc21
37. Cc1cccc(NC(=O)CCN2C(=O)c3ccccc3S2(=O)=O)c1C
38. COc1cc(C2/C(=C(/O)c3ccc(OCC(C)C)cc3)C(=O)C(=O)N2CCN(C)C)ccc1O (stereo unspecified)
39. NC(=S)NC1CC2C=CC1C2 (stereo unspecified)
40. CS(=O)(=O)N1CCc2nc(-c3ccccc3)sc2C1
screen / no.,33,34,35,36,37,38,39,40
PolyA inhibitor,i,i,i,i,i,i,i,i
GSK3B inh,4,-1,1,-1,2,-4,0,-1
RGS4 pot,i,i,i,i,i,i,i,i
KCNQ1 block,i,i,i,i,i,i,i,i
GSK3 alpha inh,2,1,-2,-1,0,-2,-2,-2
hERG rescue,-10,-3,-2,-10,-5,-4,-9,-2
KCNQ1 act,i,i,i,i,i,i,i,i
KCNK9 block,i,i,i,i,i,i,i,i
DYRK1A inh,-2,1,23,0,2,-1,·,5
HDAC3 inh,-7,3,1,8,-1,-10,-16,-3
KCNK3 inh,i,i,i,i,i,i,i,i

41. CCn1c2ccc(C)cc2c2nnc(SCCN3CCCCC3)nc21
42. Cc1ccc2c(c1)N(Cc1cccc(Cl)c1)C(=O)c1cccnc1O2
43. COC(=O)c1ccc(C2c3c(oc4ccc(F)cc4c3=O)C(=O)N2CCO)cc1 (stereo unspecified)
44. O=C(Nc1ccc(N2CCCCC2)c(Cl)c1)c1cccnc1
45. CCN(CC)S(=O)(=O)c1ccc(Cl)c(NC(=O)c2ccccc2C)c1
46. CCNc1ccc2c(Cl)cc(=O)oc2c1
47. CC(=O)N1CC2(CC(=O)OC(C)C)CN(C(C)=O)CC(CC(=O)OC(C)C)(C1)C2=O
48. CC(=O)c1cccc(CN2CCc3ccc(NC(=O)C4CCCO4)cc3C2)c1 (stereo unspecified)
screen / no.,41,42,43,44,45,46,47,48
PolyA inhibitor,i,i,i,i,i,i,i,i
GSK3B inh,2,4,-2,1,2,-19,1,6
RGS4 pot,i,i,i,i,i,i,i,i
KCNQ1 block,i,i,i,i,i,i,i,i
GSK3 alpha inh,1,-2,-1,-3,-2,-1,·,1
hERG rescue,-8,-11,-2,-7,-8,-13,-3,-5
KCNQ1 act,i,i,i,i,i,i,i,i
KCNK9 block,i,i,i,i,i,i,i,i
DYRK1A inh,0,-24,-6,0,-2,11,7,-9
HDAC3 inh,2,3,0,?,4,-9,·,-6
KCNK3 inh,i,i,i,i,i,i,i,i

# One compound at a time, as listed above. Values in the order: PolyA inhibitor	GSK3B inh	RGS4 pot	KCNQ1 block	GSK3 alpha inh	hERG rescue	KCNQ1 act	KCNK9 block	DYRK1A inh	HDAC3 inh	KCNK3 inh
# COc1ccc(CNC(=S)Nc2ccccc2-c2ccccc2)cc1 across the screens: i	-3	i	i	0	-5	i	i	1	7	i
# CC(=O)c1cccc(CN2CCc3ccc(NC(=O)C4CCCO4)cc3C2)c1 (stereo unspecified) across the screens: i	6	i	i	1	-5	i	i	-9	-6	i
# NC(=S)NC1CC2C=CC1C2 (stereo unspecified) across the screens: i	0	i	i	-2	-9	i	i	·	-16	i
# Cc1ccc(-c2csc(Cc3nc(-c4cc5ccccc5oc4=O)cs3)n2)cc1 across the screens: i	0	-7*	i	10	-9	i	i	-6	-1	i
# O=C(Nc1ccc(N2CCCCC2)c(Cl)c1)c1cccnc1 across the screens: i	1	i	i	-3	-7	i	i	0	?	i

# (next part)
49. CC(C)c1onc(C(=O)NCc2ccc(F)cc2)c1[N+](=O)[O-]
50. O=C(COC(=O)c1cc[n+]([O-])cc1)Nc1cc([N+](=O)[O-])ccc1Cl
51. COc1ccc(F)c(CN2CCC(n3nccc3NC(=O)CCCc3ccccc3)CC2)c1
52. Cc1ccc([N+](=O)[O-])cc1N=Nc1c(-c2ccc([N+](=O)[O-])cc2)[nH]n(C(N)=S)c1=O
screen / no.,49,50,51,52
PolyA inhibitor,i,i,i,i
GSK3B inh,-1,6,-3,1
RGS4 pot,i,i,i,i
KCNQ1 block,i,i,i,7*
GSK3 alpha inh,-1,-1,0,·
hERG rescue,-6,-7,0,-25
KCNQ1 act,i,i,i,i
KCNK9 block,i,i,i,i
DYRK1A inh,1,-3,-6,1
HDAC3 inh,-3,-1,2,·
KCNK3 inh,i,i,i,i

# Screening data (PubChem BioAssay)
